High-throughput results as filed in PubChem BioAssay.
Diaph inh CS: diaphorase inhibitors and chemical oxidizers, primary screen, counter-screen for diaphorase-coupled primary assays, biochemical, uHTS, resorufin fluorescence; diaphorase resazurin-to-resorufin fluorescence, NADH, 16 min; bacterial (C. kluyveri) enzyme, not human; hit rate 0.69% among 190,000; inhibition, % at 20 µM;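 active means primary screen inhibition at 20 µM above a set limit, cut at about 50% in these data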;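 further: plate controls were DMSO with full reaction for no effect and wells lacking NADH for full effect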
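Test system: bacterial diaphorase enzyme (C. kluyveri); Quantity: 0.14 U/mL diaphorase, enzyme working solution; Times: reaction incubation of 16 min at room temperature; Measured by: fluorescence of resorufin formed from resazurin, Ex 544/Em 590 nm; Benchmarks: positive control minus NADH, DMSO neutral control.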
TNAP inh no acc: human TNAP enzyme inhibitors, primary screen, biochemical, luminescent, no phosphate acceptor, uHTS; purified TNAP, CDP-star luminescence, 30 min; inhibition, % at 20 µM; Alkaline phosphatase, tissue-nonspecific isozyme (Homo sapiens), P05186; AID 1012, 2008; hit rate 0.26% among 200,000;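 active means tissue-nonspecific alkaline phosphatase inhibition above about 50% at 20 µM in the single-dose screen, limit read from the data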;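 further: 0% = DMSO negative control and 100% = EDTA positive control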
Target sequence (P05186 whole entry, looked up): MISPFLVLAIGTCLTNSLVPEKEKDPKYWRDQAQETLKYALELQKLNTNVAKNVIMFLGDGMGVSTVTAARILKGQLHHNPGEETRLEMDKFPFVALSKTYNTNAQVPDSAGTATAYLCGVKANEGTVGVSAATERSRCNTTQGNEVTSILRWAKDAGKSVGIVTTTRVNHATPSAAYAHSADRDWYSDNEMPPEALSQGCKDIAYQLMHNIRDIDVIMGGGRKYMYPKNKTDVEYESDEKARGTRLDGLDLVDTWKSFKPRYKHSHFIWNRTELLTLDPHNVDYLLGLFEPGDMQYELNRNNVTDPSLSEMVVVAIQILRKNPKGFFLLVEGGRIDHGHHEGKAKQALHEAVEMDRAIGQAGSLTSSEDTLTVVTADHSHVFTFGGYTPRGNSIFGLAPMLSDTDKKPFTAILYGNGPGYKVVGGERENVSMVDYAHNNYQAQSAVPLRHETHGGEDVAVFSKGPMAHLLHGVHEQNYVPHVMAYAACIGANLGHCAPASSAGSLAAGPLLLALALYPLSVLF
bIAP act: bovine intestinal alkaline phosphatase activators, primary screen, biochemical, bovine IAP, CDP-star luminescence; alkaline phosphatase, intestinal [Bos taurus]; hit rate 0.17% among 200,000; purified bovine IAP, 30 min; hits give high values; fold of DMSO-control signal, blank-subtracted; activation factor at 20 µM; AID 1016, 2008;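 active means activation factor of 2 or more at 20 µM, a signal rise over negative controls twice the positive control's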
TNAP act hi DEA: TNAP activators at high phosphate acceptor level, primary screen, biochemical, luminescence, uHTS | Alkaline phosphatase, tissue-nonspecific isozyme (Homo sapiens), P05186 | purified TNAP, CDP-star luminescence, 1 M DEA, 30 min; hits give high values; 0 = EDTA background, 1 = DMSO-only activity | activation factor at 20 µM | 200,000 tested, under 10 active;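 active means activation factor at least 2 at 20 µM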
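Measured by: Luminescent substrate turnover signal | Test system: Human TNAP | Input: TNAP 1/800 final | Dosing: 20 µM single point | Schedule: 30 min, room temperature | Controls: EDTA wells as negative control, DMSO wells as positive control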
PMI act satM6P: human PMI activators, high substrate, primary screen, biochemical, fluorescence intensity, near-saturating mannose 6-phosphate. Mannose-6-phosphate isomerase (Homo sapiens), P34949. coupled PMI enzyme assay, resazurin fluorescence, 20 min; hits give high values; 1 = untreated enzyme, 0 = substrate-free blank. activation factor at 20 µM. hit rate 0.34% among 190,000;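 active means activation factor of 2 or more at 20 µM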
Target sequence (P34949 whole entry, looked up): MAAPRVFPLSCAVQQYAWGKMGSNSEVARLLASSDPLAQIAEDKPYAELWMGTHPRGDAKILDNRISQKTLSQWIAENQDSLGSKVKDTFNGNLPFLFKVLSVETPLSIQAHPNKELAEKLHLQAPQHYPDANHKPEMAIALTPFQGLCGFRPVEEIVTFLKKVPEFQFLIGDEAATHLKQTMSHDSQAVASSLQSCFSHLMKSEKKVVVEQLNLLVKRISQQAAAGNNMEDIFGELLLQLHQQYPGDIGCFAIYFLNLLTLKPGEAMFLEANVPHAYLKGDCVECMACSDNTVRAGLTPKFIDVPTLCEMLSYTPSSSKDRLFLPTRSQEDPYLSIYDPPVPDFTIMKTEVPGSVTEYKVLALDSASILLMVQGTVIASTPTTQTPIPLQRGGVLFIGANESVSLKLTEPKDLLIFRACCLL
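Test system: Human PMI in coupled enzyme assay | Input: 15 ng/mL PMI | Medium: HEPES-buffered pH 7.4 with magnesium and detergent | Compound: One concentration, 20 µM, in 1% DMSO | Incubation: Enzyme reaction with compound 20 min at room temperature | Detection: Diaphorase-driven resazurin-to-resorufin fluorescence, excitation 544, emission 590 nm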
bIAP inhibitor: bovine intestinal alkaline phosphatase inhibitors, primary screen, selectivity assay for TNAP inhibitor project, biochemical, bovine IAP, CDP-star luminescence; alkaline phosphatase, intestinal [Bos taurus]; purified bovine IAP, 30 min; inhibition, % at 20 µM; 190,000 tested, under 10 active; AID 1019, 2008;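 active means over 50% inhibition of intestinal alkaline phosphatase at 20 µM in the single-dose screen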
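System: purified bovine intestinal alkaline phosphatase (IAP) enzyme; Input: IAP diluted 1/65,000,000 in the well; Measured by: CDP-star luminescence signal; Compound dosing: 20 µM single dose; Incubation: 30 min reaction at room temperature.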
PMI activator: activators of human PMI, primary screen, biochemical, fluorescence intensity, near-Km mannose 6-phosphate; purified human PMI, coupled resazurin fluorescence, 20 min; hits give high values; 1 = vehicle control, 0 substrate-free wells; activation factor at 20 µM; hit rate 0.005% among 190,000; AID 1214, 2008;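 active means activation factor of 2 or more at 20 µM, relative to plate controls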
Lmaj promast: Leishmania major promastigote growth inhibition, primary screen. Leishmania major promastigotes, resazurin fluorescence viability. inhibition, % at 10 µM. hit rate 9% among 200,000; in the data active means inhibition above about 50%;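 further: promastigotes grown with compound for 44 hours at 28 °C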
Diaphorase act: compounds boosting diaphorase resazurin reduction – biochemical, uHTS, resorufin fluorescence, counter-screen for diaphorase-coupled primary assays, primary screen; hit rate 0.005% among 190,000; activation factor at 20 µM; Diaphorase/resazurin coupled assay, 16 min; hits give high values; 1 = vehicle wells, 0 = NADH-free wells; AID 1229, 2008;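 active means diaphorase activity raised at least twofold by the compound at 20 µM; inactive means activation factor below 2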
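System – purified diaphorase enzyme from Clostridium kluyveri · Input – enzyme 0.07 U/mL final · Also added – final NADH 0.114 mM, resazurin 0.1 mM · Measured by – fluorescence of resorufin, 544 nm excitation, 590 nm emission · Timing – 16 min enzyme reaction, ambient temperature · Measure – resorufin increase flagging diaphorase activators or reducers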
TNAP inh hiacc: human TNAP enzyme inhibitors, primary screen, biochemical, luminescent, high phosphate acceptor level, uHTS. hit rate 0.03% among 200,000. Alkaline phosphatase, tissue-nonspecific isozyme (Homo sapiens), P05186. inhibition, % at 20 µM. purified TNAP, CDP-star luminescence, 1 M DEA. AID 1135, 2008;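 active means over 50% inhibition of tissue-nonspecific alkaline phosphatase at 20 µM in the single-dose screen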;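 further: plate controls were DMSO wells for no effect and EDTA-quenched wells as full inhibition for full effect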
Active calls of the source: *.

CC1(C)CC(=O)C=C(Nc2ccc3c(c2)OCCO3)C1 was read as Diaph inh CS 4, TNAP inh no acc -11, bIAP act 1, TNAP act hi DEA 1, PMI act satM6P 1, bIAP inhibitor 4, PMI activator 1, Lmaj promast -2, Diaphorase act 1 and TNAP inh hiacc -5.
For O=C1CCC(=O)N1c1nc2nc(-c3ccccc3)cc(-c3ccccc3)n2n1 the results were Diaph inh CS 16, TNAP inh no acc -11, bIAP act 1, TNAP act hi DEA 1.1, PMI act satM6P 0.8, bIAP inhibitor 1, PMI activator 0.6, Lmaj promast -7, Diaphorase act 0.8 and TNAP inh hiacc -8.
`C#CCNC(=O)C1=C[C@@H](c2ccc(C#C)cc2)[C@H](CCCO)[C@@H](OCC)O1` gave Diaph inh CS 25, TNAP inh no acc -2, bIAP act 1, TNAP act hi DEA 1, PMI act satM6P 0.9, bIAP inhibitor 0, PMI activator 0.8, Lmaj promast -3, Diaphorase act 0.8 and TNAP inh hiacc -2.
N#CC1=C(N)C(C#N)(C#N)[C@H](c2ccsc2)[C@H]2COCC=C12 was read as Diaph inh CS 9, TNAP inh no acc -5, bIAP act 0.9, TNAP act hi DEA 1, PMI act satM6P 1, bIAP inhibitor 6, PMI activator 0.9, Lmaj promast -5, Diaphorase act 0.9 and TNAP inh hiacc -1.
`O=C(c1ccc(-n2cccc2)cc1)N1CCOCC1` gave Diaph inh CS 9, TNAP inh no acc -10, bIAP act 0.8, TNAP act hi DEA 1, PMI act satM6P 0.9, bIAP inhibitor 17, PMI activator 1, Lmaj promast -6, Diaphorase act 0.9 and TNAP inh hiacc -2.
COC(=O)NNC(=O)c1ccc(Cl)cc1Cl was read as Diaph inh CS -4, TNAP inh no acc -9, bIAP act 1.1, TNAP act hi DEA 1, PMI act satM6P 1.1, bIAP inhibitor -6, PMI activator 1.1, Lmaj promast -6, Diaphorase act 1 and TNAP inh hiacc -2.
Cc1ccc(OCC(=O)N2CC3(C)CC2CC(C)(C)C3)cc1 (centres undefined) was read as Diaph inh CS 7, TNAP inh no acc -10, bIAP act 0.9, TNAP act hi DEA 1.1, PMI act satM6P 1.1, bIAP inhibitor 14, PMI activator 1, Lmaj promast 5, Diaphorase act 0.9 and TNAP inh hiacc -7.
O=C(O)c1cc2c(s1)-c1ccccc1CC2 was read as Diaph inh CS 5, TNAP inh no acc -18, bIAP act 1.3, TNAP act hi DEA 1, PMI act satM6P 1, bIAP inhibitor -27, PMI activator 0.9, Lmaj promast 53*, Diaphorase act 0.9 and TNAP inh hiacc 0.
Screening Cc1cc(-n2c(C)cc(C(=O)CSc3ccc4c(c3)OCCO4)c2C)no1 returned Diaph inh CS 18, TNAP inh no acc -6, bIAP act 1, TNAP act hi DEA 1, PMI act satM6P 0.9, bIAP inhibitor 2, PMI activator 0.9, Lmaj promast 6, Diaphorase act 0.8 and TNAP inh hiacc 0.
For C=CCOC(=O)C1=C(C)OC(N)=C(C#N)C1c1ccoc1 (centres undefined) the results were Diaph inh CS 14, TNAP inh no acc -10, bIAP act 0.9, TNAP act hi DEA 1, PMI act satM6P 1, bIAP inhibitor 8, PMI activator 1, Lmaj promast -4, Diaphorase act 0.9 and TNAP inh hiacc 2.
`O=C(/C=C/c1cccc(Cl)c1)c1nc2ccccc2[nH]1` gave Diaph inh CS 8, TNAP inh no acc -7, bIAP act 1.1, TNAP act hi DEA 1, PMI act satM6P 0.9, bIAP inhibitor -11, PMI activator 0.9, Lmaj promast 100*, Diaphorase act 0.9 and TNAP inh hiacc -5.
COc1ccc(/C=N/n2cnnc2SCc2ccccc2)cc1 was read as Diaph inh CS 23, TNAP inh no acc -10, bIAP act 0.9, TNAP act hi DEA 1.1, PMI act satM6P 0.9, bIAP inhibitor 7, PMI activator 1.1, Lmaj promast 4, Diaphorase act 0.8 and TNAP inh hiacc -7.
CCOC(=O)c1sc(NC(=O)/C=C/c2ccccc2)nc1C was read as Diaph inh CS 1, TNAP inh no acc 7, bIAP act 1.4, TNAP act hi DEA 1, PMI act satM6P 1.1, bIAP inhibitor -44, PMI activator 1.1, Lmaj promast -9, Diaphorase act 1 and TNAP inh hiacc 2.
O=C1Cc2ccccc2C(=O)N1Cc1ccccc1 was read as Diaph inh CS 21, TNAP inh no acc -33, bIAP act 1, TNAP act hi DEA 1, PMI act satM6P 1.3, bIAP inhibitor 3, PMI activator 1.2, Lmaj promast 2, Diaphorase act 0.8 and TNAP inh hiacc -3.
CCC1Oc2ccccc2N(CC(=O)NCc2ccco2)C1=O (centres undefined) was read as Diaph inh CS 17, TNAP inh no acc -3, bIAP act 1, TNAP act hi DEA 1, PMI act satM6P 0.9, bIAP inhibitor 0, PMI activator 0.9, Lmaj promast -6, Diaphorase act 0.8 and TNAP inh hiacc 1.
`FC(F)(F)c1ccc(CN2CCCCCC2)cc1` gave Diaph inh CS 2, TNAP inh no acc -5, bIAP act 0.9, TNAP act hi DEA 1.1, PMI act satM6P 1.1, bIAP inhibitor 12, PMI activator 1, Lmaj promast -4, Diaphorase act 1 and TNAP inh hiacc -5.
`CCOC(=O)C1CCN(C(=O)c2cccc(Cl)c2)CC1` gave Diaph inh CS 1, TNAP inh no acc -6, bIAP act 1, TNAP act hi DEA 1, PMI act satM6P 1, bIAP inhibitor -2, PMI activator 0.9, Lmaj promast -3, Diaphorase act 1 and TNAP inh hiacc 1.
`O=C(Nc1ccc2oc(-c3cccc4ccccc34)nc2c1)c1ncn[nH]1` gave Diaph inh CS 0, TNAP inh no acc -16, bIAP act 1.5, TNAP act hi DEA 1, PMI act satM6P 0.9, bIAP inhibitor -49, PMI activator 0.9, Lmaj promast -1, Diaphorase act 1 and TNAP inh hiacc -5.
For COc1ccc(-n2cnc3cc([N+](=O)[O-])ccc32)cc1 the results were Diaph inh CS 8, TNAP inh no acc -2, bIAP act 0.9, TNAP act hi DEA 1, PMI act satM6P 1, bIAP inhibitor 6, PMI activator 0.9, Lmaj promast 2, Diaphorase act 0.9 and TNAP inh hiacc -2.
For O=[N+]([O-])c1ccccc1Oc1ncccc1[N+](=O)[O-] the results were Diaph inh CS 3, TNAP inh no acc -2, bIAP act 0.9, TNAP act hi DEA 1, PMI act satM6P 1, bIAP inhibitor 6, PMI activator 1, Lmaj promast -3, Diaphorase act 1 and TNAP inh hiacc -1.

Filtered by structure: the compounds so far with an aryl methoxy group.
COc1ccc(/C=N/n2cnnc2SCc2ccccc2)cc1 was read as Diaph inh CS 23, TNAP inh no acc -10, bIAP act 0.9, TNAP act hi DEA 1.1, PMI act satM6P 0.9, bIAP inhibitor 7, PMI activator 1.1, Lmaj promast 4, Diaphorase act 0.8 and TNAP inh hiacc -7.
For COc1ccc(-n2cnc3cc([N+](=O)[O-])ccc32)cc1 the results were Diaph inh CS 8, TNAP inh no acc -2, bIAP act 0.9, TNAP act hi DEA 1, PMI act satM6P 1, bIAP inhibitor 6, PMI activator 0.9, Lmaj promast 2, Diaphorase act 0.9 and TNAP inh hiacc -2.

(next part)
C1CCN=C(NC23CC4CC(CC(C4)C2)C3)CC1 was read as Diaph inh CS 13, TNAP inh no acc -9, bIAP act 0.9, TNAP act hi DEA 1.1, PMI act satM6P 1, bIAP inhibitor 5, PMI activator 1, Lmaj promast -7, Diaphorase act 0.9 and TNAP inh hiacc -7.
Screening CCOC(=O)C1CCN(c2nc3ccccc3nc2C(C#N)C(=O)OC(C)C)CC1 (centres undefined) returned Diaph inh CS 15, TNAP inh no acc 8, bIAP act 1, TNAP act hi DEA 0.9, PMI act satM6P 1, bIAP inhibitor 3, PMI activator 1, Lmaj promast 14, Diaphorase act 0.9 and TNAP inh hiacc 11.
O=C(C[N+]1(CC#Cc2ccccc2)CCCCC1)c1ccc(Cl)cc1 was read as Diaph inh CS 9, TNAP inh no acc -13, bIAP act 0.8, TNAP act hi DEA 1, PMI act satM6P 1, bIAP inhibitor 15, PMI activator 1.2, Lmaj promast 52*, Diaphorase act 0.9 and TNAP inh hiacc -3.
For O=C1CC(C(=O)N2CCOCC2)C2(CCCCC2)O1 (centres undefined) the results were Diaph inh CS 11, TNAP inh no acc -7, bIAP act 0.9, TNAP act hi DEA 1, PMI act satM6P 1, bIAP inhibitor 9, PMI activator 1, Lmaj promast -4, Diaphorase act 0.9 and TNAP inh hiacc -2.
`COc1ccc(CN2C(=O)Cc3c2nc(N)c2c(N)nc(N4CCCCC4)c(C#N)c32)cc1` gave Diaph inh CS 43, TNAP inh no acc -9, bIAP act 0.9, TNAP act hi DEA 1, PMI act satM6P 0.6, bIAP inhibitor 14, PMI activator 0.6, Lmaj promast 4, Diaphorase act 0.6 and TNAP inh hiacc 1.
O=C(CCN1C(=O)c2ccccc2C1=O)Nc1ccc(S(=O)(=O)NC2=NCCCCC2)cc1 was read as Diaph inh CS 4, TNAP inh no acc -7, bIAP act 1, TNAP act hi DEA 1, PMI act satM6P 0.9, bIAP inhibitor 4, PMI activator 1, Lmaj promast -3, Diaphorase act 1 and TNAP inh hiacc -4.
Screening Cc1c(C(=O)Nc2cccc([N+](=O)[O-])c2)csc1-c1ccccc1 returned Diaph inh CS 16, TNAP inh no acc -10, bIAP act 0.9, TNAP act hi DEA 1.1, PMI act satM6P 1, bIAP inhibitor 8, PMI activator 1, Lmaj promast -2, Diaphorase act 0.8 and TNAP inh hiacc -6.
